Compound activity: PubChem, several laboratories
MEKK2mut PB1 HTS = signal of MEK5 binding to mutant human MEKK2 PB1 domain | bead flow cytometry, Alexa488-MEK5 binding to MEKK2 mutant | percent response, % at 10 µM | actives 0.35% (n = 290,000) | AID 1530; in the data active means percent response above about 24%, passing the limit was not always enough; further: inactives centre near 1; some results filed as inactive read as strong as hits; reference of the scale not given here
PHOSPHO1 inh = blocks human PHOSPHO1 phosphatase activity; Q8TCT1; recombinant PHOSPHO1, absorbance phosphatase assay; inhibition, % at 13.3 µM; actives 1.1% (n = 290,000); in the data active means inhibition above about 60%
Target sequence (Q8TCT1 whole entry, looked up): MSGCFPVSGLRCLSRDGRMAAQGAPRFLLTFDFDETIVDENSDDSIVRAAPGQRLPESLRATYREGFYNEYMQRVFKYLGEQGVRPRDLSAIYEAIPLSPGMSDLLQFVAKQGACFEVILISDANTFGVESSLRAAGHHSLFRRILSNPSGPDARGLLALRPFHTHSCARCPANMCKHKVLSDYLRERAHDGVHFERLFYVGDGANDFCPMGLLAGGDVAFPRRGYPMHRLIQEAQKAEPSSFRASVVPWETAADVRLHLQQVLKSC
NALP1 yeast inh = NALP1 inhibition; S. cerevisiae NALP1/ASC/caspase-1 growth, X-gal OD620, 72 h; inhibition, % at 10 µM; AID 2071; actives 0.61% (n = 280,000); in the data active means inhibition mostly above about 24%, no sharp cut-off; inactive means mostly below about 32%; further: some compounds called inactive have numbers as strong as hits
GPR7 antag = blocks human GPR7 receptor signaling. AID 1861. inhibition, % at 4.4 µM. actives 1.1% (n = 290,000). GPR7-expressing cells, fluorescence antagonist assay; in the data active means inhibition above about 16%, passing the limit was not always enough;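 further: cells stimulated with the agonist NPW; 0% = agonist with vehicle and 100% = vehicle without agonist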
Target sequence (P48145 whole entry, looked up): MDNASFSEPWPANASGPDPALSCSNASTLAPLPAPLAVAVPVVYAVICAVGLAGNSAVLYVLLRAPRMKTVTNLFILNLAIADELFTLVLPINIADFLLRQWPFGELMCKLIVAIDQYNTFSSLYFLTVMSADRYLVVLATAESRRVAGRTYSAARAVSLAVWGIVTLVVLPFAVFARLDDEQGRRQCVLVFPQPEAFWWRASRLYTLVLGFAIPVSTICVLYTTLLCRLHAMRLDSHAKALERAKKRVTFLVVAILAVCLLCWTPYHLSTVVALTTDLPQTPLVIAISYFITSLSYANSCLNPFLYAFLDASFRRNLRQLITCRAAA
OXTR ag = activates the human oxytocin receptor. CHO-OTR cells, Fluo-8 calcium fluorescence; normalized: DMSO 0%, oxytocin 100%. activation, % at 3 µM. actives 0.32% (n = 320,000);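 active means activation above the mean of all tested compounds plus 3 SD, cutoff set per screening run, cut at about 20% in these data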;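 further: peak over basal fluorescence ratio from a 100 s FLIPR kinetic read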
MEKK3 PB1 HTS = raises or lowers MEK5 binding to the human MEKK3 PB1 domain. Q99759. bead-based flow cytometry, Alexa488-MEK5 binding to MEKK3; actives lie on both sides; 0 = blocked by unlabeled MEK5, 100 = vehicle. binding response (% of control), % at 10 µM. actives 1.4% (n = 290,000). AID 1529;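 active means binding response more than 3 SD above or below the average of its plate-row segment, actives on both sides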;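 further: Alexa488 bead fluorescence after subtracting the streptavidin-only scavenger bead signal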
GalR3 antagonist = blocks the human galanin receptor 3; inhibition, % at 3 µM; HEK293 GalR3-CNG cAMP membrane potential fluorescence; galR3 body fused to GalR1 C-terminus; O60755; actives 0.44% (n = 360,000);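 active means inhibition above the screen-wide average plus 3 SD, cut at about 13% in these data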;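 further: forskolin and galanin both at EC90 stimulate the cells; cAMP rise reported by CNG channel membrane potential dye signal; 0% = forskolin plus galanin with DMSO and 100% = forskolin alone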
V1R ag counter = V1a receptor agonism, counter-screen for OXTR agonists. CHO-V1R cells, Fluo-8 calcium fluorescence, agonist mode; 0% DMSO, 100% 3 nM vasopressin. actives 0.25% (n = 320,000). activation, % at 3 µM. AID 2797. P37288;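 active means activation above the mean activation of all tested compounds plus 3 SD, per screening run, cut at about 20% in these data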;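 further: signal is peak over basal fluorescence ratio across a 100 second FLIPR read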
Target sequence (P37288 whole entry, looked up): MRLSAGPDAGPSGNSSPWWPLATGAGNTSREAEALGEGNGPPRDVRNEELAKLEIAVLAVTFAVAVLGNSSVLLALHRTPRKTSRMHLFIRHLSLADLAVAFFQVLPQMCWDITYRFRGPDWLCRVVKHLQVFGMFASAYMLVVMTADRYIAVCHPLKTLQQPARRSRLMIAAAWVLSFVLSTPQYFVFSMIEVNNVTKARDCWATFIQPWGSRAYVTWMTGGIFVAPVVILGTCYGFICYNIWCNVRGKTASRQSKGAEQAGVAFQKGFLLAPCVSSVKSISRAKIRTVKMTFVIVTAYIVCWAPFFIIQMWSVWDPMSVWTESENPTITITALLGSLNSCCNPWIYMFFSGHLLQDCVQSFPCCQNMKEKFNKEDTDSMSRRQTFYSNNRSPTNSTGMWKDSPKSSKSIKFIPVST
MEKK2wt PB1 HTS = raises or lowers MEK5 binding to wildtype human MEKK2 PB1 domain. Q9Y2U5. bead flow cytometry, Alexa488-MEK5 binding to MEKK2 WT; actives lie on both sides. binding response (% of control), % at 10 µM. actives 1.1% (n = 290,000). AID 1531; in the data active means binding response below about 67% or above about 130%
* hit, by the source's call; . = no result given.

SMILES | MEKK2mut PB1 HTS | PHOSPHO1 inh | NALP1 yeast inh | GPR7 antag | OXTR ag | MEKK3 PB1 HTS | GalR3 antagonist | V1R ag counter | MEKK2wt PB1 HTS
COc1cccc(CN2CCCC(C(=O)c3ccc4c(c3)OCO4)C2)c1O (configuration not stated) | 2 | 22 | 10 | -8 | 1.4 | 100 | -2 | 0.3 | 104
CCOC(=O)N1CCN(S(=O)(=O)N(C)C)CC1 | 3 | -6 | 1 | -5 | 1.3 | 101 | -3 | 1.0 | 102
CN(CCCNC(=O)c1cc2c(=O)[nH]c3ccccc3c2n1C)Cc1ccccc1 | 10 | -13 | 17 | -9 | -0.3 | 102 | -7 | -0.7 | 119
C/C(=N\NC(=O)CSc1nc2ccccc2c(=O)n1-c1ccccc1C)c1cccs1 | -1 | 2 | 16 | -5 | 0.8 | 104 | -4 | 0.3 | 98
COc1ccc(C(C)=O)cc1CSc1ccc2c(c1)OCCO2 | 2 | 24 | 6 | 4 | 0.2 | 97 | -1 | 0.8 | 96
Nn1c(SCC(=O)NCCC2=CCCCC2)nnc1C1CCCCC1 | 2 | -12 | 1 | -2 | -1.4 | 110 | 4 | -1.6 | 103
C/C(=N\NC(=O)C1CC1(C)c1ccccc1)c1ccco1 (configuration not stated) | -1 | 13 | -6 | -10 | 1.7 | 101 | 6 | 3.1 | 95
O=C(O)Cn1nnnc1SCC(=O)Nc1ccc(OC(F)(F)F)cc1 | 2 | 23 | -4 | -13 | -0.3 | 104 | 1 | 1.4 | 105
Cn1c(=O)n(C)c2cc(NC(=O)c3cc4ccccc4o3)ccc21 | . | -6 | 12 | -15 | 2.3 | . | -11 | 1.2 | .
O=C(CS(=O)(=O)c1cn(Cc2ccc(F)cc2)c2ccccc12)N1CCOCC1 | 7 | 36 | 16 | -5 | -0.2 | 99 | . | 1.9 | 96
N#Cc1cncc(C#Cc2ccccc2)c1 | 1 | . | -2 | -6 | -1.5 | 101 | -9 | -0.3 | 104
O=C(O)c1c(NC(=O)c2cccc3ccccc23)sc2c1CCC2 | -1 | -3 | 16 | -4 | -0.3 | 102 | -3 | 2.0 | 95
CCOC(=O)NC(Nc1nnc(C)s1)(C(=O)OCC)C(F)(F)F (configuration not stated) | 9 | -5 | -18 | -6 | -0.4 | 101 | -2 | 1.1 | 105
Cc1ccc(NCc2ccc(Cl)nc2)c(NCc2ccc(Cl)nc2)c1 | -5 | -17 | 14 | -17 | 5.8 | 99 | -4 | 0.7 | 91
Cc1ccc(/C=N/NC(=O)c2nnn(-c3nonc3N)c2C(C)C)s1 | 11 | 17 | 3 | -8 | 1.5 | 106 | 0 | 4.3 | 103
CC1=C(C)SC(=C(C#N)c2nnc(N3CCOCC3)n2-c2ccccc2)S1 | . | -31 | 4 | . | -0.2 | . | -7 | 0.5 | .
Cc1noc(C)c1C(=O)Nc1sc2c(c1C(N)=O)CCC2 | -12 | -32 | 2 | -3 | -0.6 | 84 | -3 | -0.5 | 86
O=C(N/N=C/c1cccc(OC(=O)c2cccc(Br)c2)c1)c1ccncc1 | 6 | 31 | 13 | -5 | 3.6 | 104 | -3 | 3.5 | 104
CON(C)c1nc(OCCNC(=O)COc2ccc(Cl)cc2C)nc(N(C)C)n1 | 1 | 16 | 7 | -4 | -1.1 | 101 | -2 | 0.8 | 99
CC(C)(C)n1nnnc1CN1C2CCC1CC(NC(=O)Nc1ccccc1)C2 (configuration not stated) | -4 | 7 | 16 | -1 | -1.1 | 96 | -2 | 0.2 | 98

Part of the list above in a different format.
Compound,MEKK2mut PB1 HTS,PHOSPHO1 inh,NALP1 yeast inh,GPR7 antag,OXTR ag,MEKK3 PB1 HTS,GalR3 antagonist,V1R ag counter,MEKK2wt PB1 HTS
CCOC(=O)N1CCN(S(=O)(=O)N(C)C)CC1,3,-6,1,-5,1.3,101,-3,1.0,102
Cn1c(=O)n(C)c2cc(NC(=O)c3cc4ccccc4o3)ccc21,.,-6,12,-15,2.3,.,-11,1.2,.
Nn1c(SCC(=O)NCCC2=CCCCC2)nnc1C1CCCCC1,2,-12,1,-2,-1.4,110,4,-1.6,103
C/C(=N\NC(=O)CSc1nc2ccccc2c(=O)n1-c1ccccc1C)c1cccs1,-1,2,16,-5,0.8,104,-4,0.3,98
CON(C)c1nc(OCCNC(=O)COc2ccc(Cl)cc2C)nc(N(C)C)n1,1,16,7,-4,-1.1,101,-2,0.8,99
CC1=C(C)SC(=C(C#N)c2nnc(N3CCOCC3)n2-c2ccccc2)S1,.,-31,4,.,-0.2,.,-7,0.5,.
O=C(N/N=C/c1cccc(OC(=O)c2cccc(Br)c2)c1)c1ccncc1,6,31,13,-5,3.6,104,-3,3.5,104

Next records follow.
SMILES | MEKK2mut PB1 HTS | PHOSPHO1 inh | NALP1 yeast inh | GPR7 antag | OXTR ag | MEKK3 PB1 HTS | GalR3 antagonist | V1R ag counter | MEKK2wt PB1 HTS
CC(=O)NC(CCS(C)(=O)=O)C(=O)Nc1cccc(Cl)c1Cl (configuration not stated) | 2 | -7 | . | 3 | 0.2 | 98 | . | 0.4 | 101
COc1ccc(NC(=O)C(Cc2ccccc2)n2cccc2)c(OC)c1 (configuration not stated) | -5 | 8 | . | -13 | -0.1 | 92 | -5 | -1.3 | 89
Fc1ccc(/C=N/NC(=S)Nc2ccc(Cl)cc2)cc1F | 11 | 1 | 11 | -12 | -1.8 | 100 | -3 | 0.2 | 114
c1ccc2c(c1)ccc1nnc(SCc3ccc4c(c3)OCCO4)n12 | 0 | 12 | 8 | 3 | -1.0 | 99 | -5 | -0.2 | 101
OCCC1CN(Cc2cccc(O)c2)CCN1CCc1ccccc1 (configuration not stated) | 5 | 22 | -5 | -6 | 0.9 | 103 | -2 | -0.4 | 110
Cc1cccc(-c2nnc(SCC#N)n2-c2ccccc2)c1 | 4 | 41 | 25 | -12 | -2.3 | 110 | -9 | -1.1 | 108
C/C(N)=C(/C#N)C(=O)COC(=O)C1CSC2(c3ccc(F)cc3)CCC(=O)N12 (configuration not stated) | 1 | 15 | -2 | -1 | 1.2 | 104 | -8 | 3.9 | 103
O=c1[nH]c(CN2CCN(c3ccc(F)cc3)CC2)nc2ccccc12 | 9 | 37 | -5 | -8 | 0.6 | 108 | 0 | 0.1 | 106
Cc1cc(C)c(C(=O)Nc2ccc(S(=O)(=O)Nc3ccccn3)cc2)c(C)c1 | -12 | -136 | 28 | 3 | 15 | 95 | -8 | 3.5 | 89
O=C(O)Cn1c(-c2ccccc2)nc2ccccc21 | -6 | 45 | -10 | -11 | 1.1 | 110 | 2 | 0.3 | 108
COC(=O)[C@@H]1[C@@H](C)OC(=O)N[C@H]1c1ccccc1 | 3 | 24 | 17 | 12 | 0.6 | 96 | -5 | 0.3 | 98
CN1C(=O)C2(C(C#N)=C(N)N(c3cc(Cl)cc(Cl)c3)C3=C2C(=O)CC(C)(C)C3)c2ccccc21 (configuration not stated) | 3 | -26 | 18 | 4 | -0.8 | 101 | -8 | -0.7 | 102
C=CCNC(=O)CN1CCC(NC(=O)c2ccco2)CC1 | -2 | 33 | -9 | 0 | 0.6 | 89 | -3 | -0.4 | 90
Cc1ccc(C(=O)C(C)OC(=O)c2n[nH]c(=O)c3ccccc23)cc1 (configuration not stated) | 13 | 12 | 14 | -3 | -0.6 | 105 | 6 | -0.1 | 103
CCCc1ccc(C2C3=C(CC(C)(C)CC3=O)NC3=C2C(=O)c2ccccc23)cc1 (configuration not stated) | 4 | 12 | -4 | 7 | -0.1 | 101 | 0 | 0.8 | 101
CCOc1ccc(C(C)=O)cc1CSc1nnc(N)s1 | -3 | 7 | -16 | -8 | -1.4 | 108 | -4 | -1.2 | 104
Cn1cnnc1SCC(=O)c1ccc(O)c(O)c1 | 0 | 32 | -8 | -1 | 0.9 | 115 | -5 | -0.4 | 106
COCCn1c(=O)[nH]c2cc(C(=O)N3CCN(c4ccccc4OC)CC3)ccc2c1=O | 2 | 20 | -1 | 4 | -0.3 | 97 | -4 | 0.7 | 94
Cc1cc(C)nc(SCC(=O)Nc2nccs2)n1 | -4 | 24 | 26 | 1 | -0.5 | 101 | -8 | -0.3 | 96
COc1ccc(C(=O)/C=C/N(C)C)cc1 | -6 | -11 | 28 | 27* | 1.6 | 100 | -4 | 0.8 | 102
Cc1c(CCC(=O)NCCCN2CCCC2=O)c(=O)oc2cc(O)ccc12 | 3 | 40 | 6 | -2 | 1.4 | 100 | -6 | 0.4 | 101
COCCOC(=O)c1sc2nc[nH]c(=O)c2c1C | -11 | -22 | 1 | 8 | -0.2 | 98 | -1 | 0.4 | 85
COC(=O)c1ccccc1NC(=O)CCS(=O)(=O)c1cc2c(cc1C)NC(=O)CO2 | 2 | 0 | 4 | -2 | 0.2 | 98 | . | 0.4 | 95
COc1ccc(-c2noc(CCc3ccccc3)n2)cc1 | 3 | -17 | 8 | -1 | -0.9 | 84 | -4 | 0.2 | 107
O=C(CN(Cc1ccccc1)S(=O)(=O)c1ccc(F)cc1)NCc1ccccn1 | -2 | 45 | 5 | 0 | 1.5 | 100 | -9 | 2.8 | 100
CC(C)=CC(=O)Nc1ccc2c(c1)OCO2 | -4 | 2 | 18 | -14 | 0.0 | 99 | 5 | 0.3 | 96
COc1cc(C(=O)OCC(=O)Nc2cc(-c3cc(C)c(C)cc3C)nn2-c2ccccc2)cc(OC)c1OC | -2 | 2 | 11 | 9 | -0.8 | 99 | 0 | -0.3 | 99
Cc1ccsc1C(=O)N[C@@H](C)c1nnc2ccccn12 | 2 | 23 | 18 | -14 | -0.1 | 102 | -2 | -0.3 | 101
CC(/C=N/NC(=O)c1cc(-c2cccs2)[nH]n1)=C\c1ccccc1 | 8 | 14 | 9 | -5 | 0.2 | 100 | -5 | 1.3 | 97
COc1ccc2[nH]c(=O)c(C(=O)O)cc2c1 | -7 | 32 | 1 | -16 | 0.3 | 99 | -4 | -0.5 | 95
CCOc1ccc(CCNC(=O)c2cccc(C#N)c2)cc1OCC | -4 | 21 | -16 | -2 | 0.4 | 90 | -7 | 0.1 | 90
CCN(CC)S(=O)(=O)c1cccc(C(=O)Nc2sc3c(c2C(N)=O)CCCC3)c1 | 3 | -17 | -2 | -2 | -0.5 | 109 | -1 | -1.0 | 103
COC(=O)C1=C(C)OC(N)=C(C#N)C1c1cc2cccc(C)c2nc1Cl (configuration not stated) | -5 | 10 | 16 | -2 | -0.7 | 103 | . | 0.1 | 95
O=[N+]([O-])c1ccc(Nc2ccccc2)c2nonc12 | 4 | 23 | 16 | 4 | 12 | 106 | -10 | 7.5 | 102
O=C(N/N=C/c1c[nH]c2ccccc12)C1CC(=O)N(c2ccccc2)C1 (configuration not stated) | 1 | 73* | 0 | -4 | 1.0 | 101 | 6 | 0.9 | 102
O=C(Nc1ccc(F)c(Cl)c1)C1CCN(c2ncnc3c2nc2n3CCCCC2)CC1 | 2 | 48 | 4 | 6 | -1.3 | 104 | 1 | 1.7 | 104
O=S(=O)(NCc1csc(-c2cccs2)n1)c1ccc(Cl)cc1 | -19 | 8 | 23 | -2 | -2.1 | 86 | -4 | -0.9 | 89
Cc1cnc(NC(=O)C2(c3ccccc3)CC2)s1 | -5 | -18 | -6 | -16 | -1.1 | 95 | 0 | -1.3 | 96
Nc1nc(NCc2ccccc2)nc(Nc2cccc(F)c2)c1[N+](=O)[O-] | -1 | -8 | 6 | -10 | 0.5 | 100 | -4 | 2.7 | 92
COCCNC(=O)c1cccc(OC2CCN(Cc3cccc(SC)c3)CC2)c1 | 14 | 8 | -1 | -17 | 0.6 | 102 | -11 | 1.5 | 110
